ALDH1A1 inh = qHTS Assay for Inhibitors of Aldehyde Dehydrogenase 1 (ALDH1A1); Purified ALDH1A1, NADH fluorescence, propionaldehyde substrate; Aldehyde dehydrogenase 1A1 (Homo sapiens), P00352; 220,000 tested, 7.3% active; Potency, µM (highest dose often 75.3 µM), without a hit: at the top dose activity, negative = inhibition, usual class: inhibitors; AID 1030, 2008; active means well fitted inhibition curve with a large enough effect, not every such curve was filed as active; inconclusive means small, poorly fitted or top-dose-only effect, or another doubt; inactive means no such curve, though single readings can be large or run the other way;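 further: plate controls were no enzyme wells and a reference inhibitor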
Target sequence (P00352 whole entry, looked up): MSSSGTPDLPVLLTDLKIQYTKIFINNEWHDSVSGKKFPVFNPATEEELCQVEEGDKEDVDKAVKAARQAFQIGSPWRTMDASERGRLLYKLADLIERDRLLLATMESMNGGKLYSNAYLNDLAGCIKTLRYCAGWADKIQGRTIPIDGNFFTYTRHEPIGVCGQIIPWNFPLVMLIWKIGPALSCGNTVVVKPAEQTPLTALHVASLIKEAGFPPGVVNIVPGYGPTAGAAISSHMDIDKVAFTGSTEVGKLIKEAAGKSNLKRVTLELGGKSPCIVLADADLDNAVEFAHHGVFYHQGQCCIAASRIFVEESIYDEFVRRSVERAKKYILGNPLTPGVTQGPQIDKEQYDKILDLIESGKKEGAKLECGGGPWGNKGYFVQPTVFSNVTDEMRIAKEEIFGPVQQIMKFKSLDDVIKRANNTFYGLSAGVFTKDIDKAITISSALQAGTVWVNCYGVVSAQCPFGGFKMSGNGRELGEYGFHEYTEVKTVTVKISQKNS
SMN2 splice enh = qHTS Assay for Enhancers of SMN2 Splice Variant Expression; HEK293 SMN2-luciferase splicing reporter, luminescence, 30-36 h; Potency, µM (highest dose often 46.1 µM), for inactives: at the top dose activity change, positive = activation, most hits filed as activators; 210,000 tested, 2.8% active; further: % of control where 0% means no effect; nearly all actives have a fitted effect of over 55% in size
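qHTS luciferase splicing reporter: luminescence rises when SMN2 exon 7 is included in transfected HEK293 cells. Compound exposure lasted 30-36 h at 37C, with 4.5 mM final sodium butyrate as control, followed by a ONE-Glo read.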
GAA inhib = qHTS Assay for Inhibitors of Human alpha-Glucosidase as a Potential Chaperone Treatment of Pompe Disease; Lysosomal alpha-glucosidase (Homo sapiens), P10253; purified human GAA, 4-MU-alpha-glucoside fluorescence; Potency, µM (top dose mostly 76.9 µM), for inactives: top-dose activity change, negative = inhibition, hits mostly inhibitors; 200,000 tested, 0.005% active;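 further: plate controls were uninhibited enzyme wells for no effect and no-enzyme background for full effect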
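Fluorescence at Ex 365/Em 440 nm from 4-methylumbelliferone reported enzyme activity after 20 min at room temperature. Reactions used 4 nM enzyme and 400 uM substrate at pH 5.0; curves fitted with the Hill equation.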
aGal spleen mod = qHTS Assay for Inhibitors and Activators of Human alpha-Galactosidase From Spleen Homogenate; Alpha-galactosidase A (Homo sapiens), P06280; Potency, µM (doses to about 80 µM), without a hit: top-dose activity change, negative = inhibition, usual class: inhibitors; 240,000 tested, 0.008% active; human spleen homogenate, 4MU-alpha-Gal fluorescence, 40 min; AID 2107, 2009;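 further: 0% = enzyme with vehicle and -100% = no enzyme basal signal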
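Spleen homogenate 1 ug + cpd (titration) + 4-MU-alpha-D-galactopyranoside 1 mM; 37C 40 min; 50 mM citrate/phosphate pH 5.0, 0.01% Tween-20; stop pH 10; fluorescence 365/440; AC50 via Hill.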
aGlu spleen mod = qHTS Assay for Inhibitors and Activators of Human alpha-Glucosidase From Spleen Homogenate | human spleen homogenate, 4-MU-alpha-glucoside fluorescence | Potency, µM (doses to about 79.9 µM), without a hit: at the highest dose activity change, negative = inhibition, usual class: inhibitors | 240,000 tested, 0.006% active;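 further: 0% = enzyme with vehicle and -100% = no enzyme basal signal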
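Compounds were titrated against alpha-glucosidase in spleen homogenate at pH 5.0, with 1 mM 4-methylumbelliferyl substrate for 40 min at 37 C. Reactions were quenched with pH 10 NaOH/glycine and fluorescence measured.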
KDM4E inh = qHTS Assay for Inhibitors of Human Jumonji Domain Containing 2E (JMJD2E). Lysine-specific demethylase 4E (Homo sapiens), B2RXH2. JMJD2E catalytic domain, FDH-coupled NADH fluorescence (FDH is formaldehyde dehydrogenase). Potency, µM (top dose mostly 57.1 µM), inactives show at the highest dose activity change, negative = inhibition, most hits filed as inhibitors. 230,000 tested, 1.6% active. AID 2147, 2009; active means well fitted inhibition curve with a large enough effect, not every such curve was filed as active; inconclusive means small, poorly fitted or top-dose-only effect, or another doubt; inactive means no such curve, though single readings can be large or run the other way;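 further: 0% = wells with enzyme and -100% = buffer wells without enzyme; nearly all actives have a fitted effect of over 50% in size; many of its hits are not listed in these tables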
GoLoco inh red = qHTS Assay for Inhibitors of RGS12 GoLoco Motif Activity (Red Fluorophore); Guanine nucleotide-binding protein G(i) subunit alpha-1 (Homo sapiens), P63096; AID 880, 2007; Gai1:RGS12 GoLoco peptide FP, rhodamine, 10 min; 230,000 tested, 0.44% active; Potency, µM (titrated, usually from 61.6 µM), without a hit: top-dose activity, negative = inhibition, most hits filed as inhibitors; active means well fitted inhibition curve with a large enough effect, not every such curve was filed as active; inactive means no such curve, though single readings can be large or run the other way; further: on the % scale 0 is the no-effect control and ±100 the full control effect; nearly all actives have a fitted effect of over 30% in size; many of its hits are not listed in these tables
Target sequence (P63096 whole entry, looked up): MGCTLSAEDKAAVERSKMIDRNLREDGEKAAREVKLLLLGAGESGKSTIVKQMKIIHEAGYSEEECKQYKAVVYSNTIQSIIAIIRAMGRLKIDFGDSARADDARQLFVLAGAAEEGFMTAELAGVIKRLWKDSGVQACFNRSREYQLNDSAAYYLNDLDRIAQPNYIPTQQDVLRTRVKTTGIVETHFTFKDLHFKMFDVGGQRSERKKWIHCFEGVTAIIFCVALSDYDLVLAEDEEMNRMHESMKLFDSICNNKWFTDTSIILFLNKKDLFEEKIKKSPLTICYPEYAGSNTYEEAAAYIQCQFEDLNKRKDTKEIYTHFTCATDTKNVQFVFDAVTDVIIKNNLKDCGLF
GAA glycogen = qHTS Assay for Inhibitors and Activators of Human alpha-Glucosidase Cleavage of Glycogen | 300,000 tested, 0.38% active | recombinant GAA, glycogen substrate, Amplex Red glucose oxidase fluorescence | Lysosomal alpha-glucosidase (Homo sapiens), P10253 | AID 2100, 2009 | Potency, µM (titrated, usually from 76.4 µM), for the others: at the top dose activity change, negative = inhibition, usual class: inhibitors;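 further: 0% = full enzyme reaction and -100% = no-enzyme basal signal; the screen sought inhibitors and activators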
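Recombinant human alpha-glucosidase (4 nM final) hydrolysed bovine liver glycogen (30 ug) for 40 min at 37 C in pH 5.0 citrate/phosphate with 0.01% Tween-20. Released glucose detected by glucose oxidase/Amplex Red, Ex 573/Em 610 nm. Compounds up to 77 uM; AC50 from Hill fits.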
* = called active by the depositor; ? = inconclusive; · = no result given; & = joins results of further samples; [ ] = another dose, or the depositor's remark. Unless noted, the call rests on the fitted dose curve; in most records, active means well fitted curve in the direction sought with a large enough effect; inconclusive means small, poorly fitted or top-dose-only effect, or another doubt; inactive means no such curve, though single readings can be large; an effect the other way counts as inactive or inconclusive. Potency means the concentration at half of the fitted maximal effect.

ALDH1A1 inh | SMN2 splice enh | GAA inhib | aGal spleen mod | aGlu spleen mod | KDM4E inh | GoLoco inh red | GAA glycogen | compound
-10% | -20% | -11% | 1% | 6% | -8% | 10% | 2% | Cc1csc(-c2cnn(-c3ccccc3)c2NC(=O)c2ccc(C(F)(F)F)cc2)n1
? | 5% | 7% | -13% | -5% | ? | 6% | -5% | Cc1ccc(Nc2nc3ccccc3nc2-n2nc(C)cc2C)cc1
8% | -12% | · | 2% | 5% | -7% | -9% | · | CCCn1c(C)nc2c(NC3CCN(Cc4ccccc4)CC3)nc(C)nc21
· | · | · | 8% | 0% | ? | 13% | ? | COc1ccc(NS(=O)(=O)c2cc(NC(=O)c3cc(F)c(F)c(F)c3F)ccc2N2CCCC2)cc1
-1% | 8% | ? | 2% | -5% | 0% | -3% | -4% | CCOc1cc(/C=N/Nc2nc(N3CCCCC3)nc(N3CCCCC3)n2)ccc1OC(=O)c1ccco1
-7% | 9% | 2% | -2% | -1% | 0% | 5% | 0% | Cc1ccc(/C=N/NC(=O)c2cccs2)o1
? | -12% | -3% | -7% | -5% | 3% | 7% | 5% | COc1ccc(N(C(=O)c2ccco2)S(=O)(=O)c2cccs2)cc1
-12% | -8% | 4% | 20% | -4% | 4% | -1% | 5% | O=C(NCc1ccco1)c1cc(-c2ccccn2)nc2ccccc12
-2% | 4% | · | 14% | 5% | 0% | 7% | · | NCCNC(=O)c1ncsc1-c1cccc(F)c1
? | -1% | · | 7% | 7% | ? | 8% | · | COc1ccc(-c2coc3cc(O)ccc3c2=O)c(OC)c1
9% | 15% | 3% | 4% | 0% | -5% | 12% | 9% | CSc1ccccc1NC(=O)COc1ccccc1C
7% | 3% | -1% | -5% | -2% | 2% | 9% | 1% | CN(C)C(=O)c1nnc(Cc2ccc(Cl)cc2)o1
0% | · | -11% | -2% | -8% | ? | 12% | 8% | O=C(CNC(=O)c1ccc(-c2ccccc2)cc1)Nc1ccc(S(=O)(=O)Nc2ncccn2)cc1
14% | 1% | -2% | -2% | -2% | 4% | 4% | -3% | Cc1noc(NS(=O)(=O)c2ccc(N3C(=O)c4ccccc4C3=O)cc2)c1C
5% | ? | -5% | -8% | 4% | 8% | -2% | -1% | Cc1nc2nc(-c3ccc(Cl)cc3)nn2c(C)c1Cl
-13% | 13% | · | 7% | 1% | ? | 7% | · | COc1ccc2c(=O)ccoc2c1
10% | -3% | -10% | -1% | -1% | -3% | 9% | -4% | CSCCC(NC(=O)C1CCC(C)CC1)C(=O)OCC(=O)c1ccc(Cl)cc1 (stereo not given)
? | 11% | 8% | 3% | -20% | ? | 9% | -16% | O=c1c2c(-c3ccco3)csc2nc(SCc2cn3cccnc3n2)n1-c1ccccc1
-15% | 10µM* | 0% | 20% | -26% | ? | -6% | 8% | CCCn1c(C)cc(C(=O)COC(=O)c2nccnc2N)c1C
-3% | 20% | -3% | 2% | -2% | -10% | 4% | -4% | CN1CCN(C(=O)Nc2ccc3c(c2)N(C)C(=O)c2ccccc2S3)CC1
-1% | 7% | -7% | -13% | 0% | -6% | 9% | 3% | CCC(C)NCCOCCOc1ccc(F)cc1 (stereo not given)
-15% | · | -12% | 5% | -10% | -1% | 6% | -28% | CC(C)(C)c1ccc(C(=O)NNC(=S)NCc2ccco2)cc1
2% | 5% | -6% | 0% | -8% | -7% | 7% | 3% | COc1ccc(NC(=O)c2nc3nc(C)cc(C(F)F)n3n2)cc1OC
? | -4%[9.22 µM] | · | -1%[17.5 µM] | 5%[17.4 µM] | 9%[11.4 µM] | 3%[14.2 µM] | · | COc1ccc(-c2nc3c(c4c2C[C@H](c2ccccc2)OC4)CN(S(=O)(=O)c2ccc(C)cc2)CC3)c(C)c1
· | · | · | 9%&3% | 0%&4% | 15% | 6% | 8% | COc1ccc(C(CCN2CCOCC2)c2c(O)cc(OC)cc2OC)cc1 (stereo not given)
21% | -4% | -2% | -13% | -3% | 9% | 5% | -4% | COc1ccc2[nH]c3nc(SCC(=O)NNC(=O)c4ccc(OC)c(OC)c4)nnc3c2c1
? | -11% | -11% | -3% | -3% | -10% | -5% | -15% | CSc1nsc(SC)c1C(=O)N1CCN(S(=O)(=O)c2ccc(C)cc2)C1C(C)C (stereo not given)
-10% | -10% | 0% | -7% | -3% | 1% | 4% | 4% | COc1ccc(/C=C/C(=O)Nc2ccc(OC)nc2)cc1
? | 10% | -7% | 4% | 0% | 16% | -14% | -22% | C/C(=N\NC(=O)c1cccc(S(=O)(=O)Nc2ccccc2Cl)c1)c1ccc(-n2ccnc2)cc1
8% | -11% | -5% | -2% | -8% | 11% | 6% | 3% | CN1CCN(C(=S)c2ccc(Cl)cc2)CC1
? | · | -1% | -7% | 0% | ? | 27% | 5% | O=C(CC1C(=O)NCCN1Cc1ccoc1)NCCc1ccc(Cl)cc1 (stereo not given)
3% | 4% | ? | -13% | -6% | -7% | 8% | 2% | CC(C(=O)NCCN1CCOCC1)(c1ccccc1)c1ccccc1
-2% | -8% | -6% | -6% | -1% | -3% | 13% | 3% | OC1(c2ccc(F)cc2)CSC(=Nc2cccnc2)N1Cc1ccco1 (stereo not given)
? | -69%[inhibitor] | ? | 5% | 2% | ? | 10µM* | 0% | CCCCCCCCCC[n+]1cccc2c3ccccc3ccc21
? | 11µM* | · | 12% | -7% | ? | 4% | · | COc1ccc(-c2cnc(-c3cccnc3)o2)cc1
· | -2%[9.22 µM] | · | 4%[17.5 µM] | -2%[17.4 µM] | 16%[11.4 µM] | 2%[14.2 µM] | · | CCOC(=O)CN1C(=O)N[C@@H](c2cccc(C(F)(F)F)c2)C(C(=O)OC)=C1C
· | · | · | -5% | 2% | ? | -12% | 0% | COc1cc(NC(=O)Nc2ccc(Cl)c(Cl)c2)c(C(=O)O)cc1OC
-13% | -9% | -1% | -6% | -2% | 1% | 41%[activator] | -4% | O=C(Nc1cccc(-c2nc3ncccc3o2)c1)c1sc2cc(Cl)ccc2c1Cl
? | 6% | ? | -1% | -5% | -7% | -13% | -7% | O=C(O)c1ccccc1CSc1ncccc1C(=O)O
1% | 20% | -8% | 2% | 4% | ? | 1% | -3% | CC1CCN(CCC(=O)Nc2ccc3c(c2)OCCO3)CC1
8% | ? | 13% | 9% | -11% | -4% | 9% | -15% | Cc1ccc(NC(=O)OCc2cncs2)cc1
· | · | · | 7% | 1% | ? | -5% | ? | COc1ccc(OC)c2c(C)c(C)[nH]c12
-2% | ? | 3% | 8% | 1% | -10% | 5% | 0% | CC(C)OP(=O)(c1ccc(N(C)C)cc1)C(O)c1ccccc1 (stereo not given)
-2% | -17% | 1% | 7% | 3% | 0% | -5% | -4% | CCSC1=NCCN1S(=O)(=O)c1ccccc1
? | -49%[inhibitor] | -3% | -4% | -24% | ? | 5% | 8% | COc1ccc(-c2cn(-c3ccc(OC)cc3)c3[n+]2-c2ccccc2CC3)cc1
2.2µM* | 22% | 0% | -4% | 5% | -1% | -2% | -7% | NCCSC1CC(=O)N(Cc2ccc(F)cc2)C1=O (stereo not given)
11% | -37%[inhibitor] | 1% | 1% | 2% | -4% | -5% | 9% | O=C(CSc1nc2ccccc2c(=O)n1Cc1ccc(Cl)cc1)NCc1cccs1
9% | -14% | -10% | 11% | -1% | 7% | 2% | -5% | O=C(c1noc2c1CCCCC2)N1CCOCC1
? | -1% | 6% | 0% | 5% | -8% | 12% | -4% | CC1CC(C)(C)NC(=S)N1CCC(=O)N1CCc2ccccc21 (stereo not given)
? | -2%[9.22 µM] | ? | ? | 14% | ? | -4%[14.2 µM] | -22% | O=C(O)Cc1c(O)ccc2ccccc12

Part of the list above in order of count of non-hydrogen atoms, rising:
ALDH1A1 inh | SMN2 splice enh | GAA inhib | aGal spleen mod | aGlu spleen mod | KDM4E inh | GoLoco inh red | GAA glycogen | compound
-2% | -17% | 1% | 7% | 3% | 0% | -5% | -4% | CCSC1=NCCN1S(=O)(=O)c1ccccc1
1% | 20% | -8% | 2% | 4% | ? | 1% | -3% | CC1CCN(CCC(=O)Nc2ccc3c(c2)OCCO3)CC1
-13% | -9% | -1% | -6% | -2% | 1% | 41%[activator] | -4% | O=C(Nc1cccc(-c2nc3ncccc3o2)c1)c1sc2cc(Cl)ccc2c1Cl

Reformatted: entries from further up.
Below each compound – ALDH1A1 inh, SMN2 splice enh, GAA inhib, aGal spleen mod, aGlu spleen mod, KDM4E inh, GoLoco inh red, GAA glycogen
CCSC1=NCCN1S(=O)(=O)c1ccccc1
 : -2%, -17%, 1%, 7%, 3%, 0%, -5%, -4%
COc1ccc(-c2cn(-c3ccc(OC)cc3)c3[n+]2-c2ccccc2CC3)cc1
 : ?, -49%[inhibitor], -3%, -4%, -24%, ?, 5%, 8%
NCCSC1CC(=O)N(Cc2ccc(F)cc2)C1=O (stereo not given)
 : 2.2µM*, 22%, 0%, -4%, 5%, -1%, -2%, -7%
O=C(CSc1nc2ccccc2c(=O)n1Cc1ccc(Cl)cc1)NCc1cccs1
 : 11%, -37%[inhibitor], 1%, 1%, 2%, -4%, -5%, 9%
O=C(c1noc2c1CCCCC2)N1CCOCC1
 : 9%, -14%, -10%, 11%, -1%, 7%, 2%, -5%

Assay outcomes: PubChem BioAssay, National Center for Advancing Translational Sciences (NCATS)

The list is partial; count on the stated rates, not on these rows.
